# CHT PAM – allosteric activators of human choline transporter CHT | Q9GZV3 | CHT-expressing cells, membrane potential dye, choline EC20; active compounds read high; LV-AA mutant CHT in HEK293 cells | B-score at 10 µM | 310,000 tested, 0.49% active;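 active means initial fluorescence not abnormally high and integrated response B-score, plate-corrected, over 3 SD above library mean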
# Target sequence (Q9GZV3 whole entry, looked up): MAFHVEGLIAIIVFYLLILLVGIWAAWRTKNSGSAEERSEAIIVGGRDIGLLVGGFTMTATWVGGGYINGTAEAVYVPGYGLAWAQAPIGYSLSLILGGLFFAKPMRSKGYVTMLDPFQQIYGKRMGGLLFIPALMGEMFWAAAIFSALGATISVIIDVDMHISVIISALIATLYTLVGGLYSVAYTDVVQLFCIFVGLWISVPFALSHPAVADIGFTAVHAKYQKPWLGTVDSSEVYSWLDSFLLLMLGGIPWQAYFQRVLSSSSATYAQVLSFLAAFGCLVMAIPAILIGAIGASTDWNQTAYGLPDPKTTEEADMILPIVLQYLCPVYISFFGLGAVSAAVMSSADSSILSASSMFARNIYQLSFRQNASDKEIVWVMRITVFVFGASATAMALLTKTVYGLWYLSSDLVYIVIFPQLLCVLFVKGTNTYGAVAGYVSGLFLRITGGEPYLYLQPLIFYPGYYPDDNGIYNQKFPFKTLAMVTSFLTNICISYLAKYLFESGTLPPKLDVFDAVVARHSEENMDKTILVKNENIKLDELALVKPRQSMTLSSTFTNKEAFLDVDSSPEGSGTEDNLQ
# OX1R antagonist – human HCRTR1 antagonism; inhibition, % at 5 µM; CHO/OX1R cells, Fluo-8 calcium fluorescence, orexin A; O43613; 330,000 tested, 0.43% active; AID 434989;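 active means inhibition above its plate's threshold, mean inhibition of all tested compounds on the plate plus 3 SD, cut at about 37% in these data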;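 further: 0% = orexin A challenge wells and 100% = SB-334867-A antagonist wells; not every result past the cut was called active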
# Target sequence (O43613 whole entry, looked up): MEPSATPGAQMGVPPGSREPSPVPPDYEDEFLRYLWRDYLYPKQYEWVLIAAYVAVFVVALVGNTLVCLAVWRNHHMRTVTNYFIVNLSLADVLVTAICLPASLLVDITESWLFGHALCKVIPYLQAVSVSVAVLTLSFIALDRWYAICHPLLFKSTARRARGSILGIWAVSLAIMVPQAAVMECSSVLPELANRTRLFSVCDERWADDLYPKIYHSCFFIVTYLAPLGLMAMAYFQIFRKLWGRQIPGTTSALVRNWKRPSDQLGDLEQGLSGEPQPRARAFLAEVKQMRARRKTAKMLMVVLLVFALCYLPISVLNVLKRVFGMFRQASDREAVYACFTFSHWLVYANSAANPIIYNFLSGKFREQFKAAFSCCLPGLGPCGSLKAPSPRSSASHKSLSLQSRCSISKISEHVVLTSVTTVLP
# Starred values were filed as active, the others as inactive; i = inactive; / = no result given.
compound,CHT PAM,OX1R antagonist
C#CCOc1ccc(/C=N/O)cc1Cl,i,-5.7
CCCc1nn2c(=O)cc(CSCC(=O)Nc3ccc(C)cc3)nc2s1,i,-14.3
O=C(CSc1nc2ccccc2o1)Nc1nncs1,i,-15.4
CC(C)=C1C(=O)NN(c2cccc(Cl)c2)C1=O,i,-18.3
Cn1c(=O)c2c(ncn2C)n(C)c1=O,i,2.0
COC(=O)CCN(c1ccccc1)S(=O)(=O)c1cc(-c2cc(C)no2)ccc1C,i,-8.5
Cc1ccc(F)cc1S(=O)(=O)NCc1ccc(N2CCN(C)CC2)cc1,i,-4.3
O=C1NCCN(Cc2c(F)cccc2Cl)C1CC(=O)N1CCCCO1 (stereo not drawn),i,-2.6
O=C(O)C1CCCCC1C(=O)Nc1nc(-c2ccc(Cl)s2)cs1 (stereo not drawn),i,-21.8
CCN(C(=O)C(C)OC(=O)C1C(C(=O)OC)=C(C)NC(C)=C1C(=O)OC)c1ccccc1 (stereo not drawn),i,-22.9
O=C(CCN1C(=O)C2C3C=CC(C4CC34)C2C1=O)Oc1ccc(Br)cc1 (stereo not drawn),i,-10.7
Cc1ccc(Nc2nnc(SCC(=O)NCC3CCCO3)s2)cc1C (stereo not drawn),/,-16.3
O=C(c1ccc(CSc2ccccc2)cc1)N1CCN(c2ccccc2)CC1,i,-17.9
Cc1cc(NS(=O)(=O)c2ccc(CC(C)C)cc2)no1,i,-6.4
COc1cc(NS(=O)(=O)c2ccc(NC(=O)COc3ccccc3C)cc2)nc(OC)n1,i,-15.7
O=C(C1=C[C@@H](c2ccccc2)C[C@@H](OCCCCO)O1)N1CCOCC1,i,-8.8
CCCc1cc(=O)oc2c(CN(CC)CC)c(O)c(Cl)cc12,i,-20.1
CCOC(=O)Cn1nnnc1CN(Cc1ccc(OC)cc1)Cc1cc2cc(CC)ccc2[nH]c1=O,i,-35.8
N#Cc1c(N2CCOCC2)nc(-c2ccco2)c2c1CCCC2,i,-18.8
CC(SCC(=O)O)c1nc2ccccc2[nH]1 (stereo not drawn),i,1.7
COC(=O)c1cc(C(=O)CC(C)C)c[nH]1,i,3.8
Cc1ccc(NC(=O)COC(=O)CCc2ccc(S(=O)(=O)N3CCOCC3)cc2)cc1F,i,-15.0
O=c1c2ccccc2nc(COc2ccccc2)n1/N=C/c1c[nH]c2ccccc12,i,-16.3
c1cc(SC2CCCCC2)cc(-c2nc3cnccn3c2NC2CCCCC2)c1,/,-21.5
CCOc1ccc(/C=C(\C(=O)O)c2ccc(S(=O)(=O)N3CCOCC3)s2)cc1OC,i,9.8
O=CN1CCN(C(=O)CC(c2ccccc2)c2cc(Br)ccc2O)CC1 (stereo not drawn),i,-21.9
Cc1ccc(S(=O)(=O)N2CCCCCC2)cc1[N+](=O)[O-],i,-13.2
CC1(C)Cc2c(sc3ncnc(NN)c23)CO1,i,-31.8
CC1CN(C(=S)Nc2ccccc2C(F)(F)F)CC(C)O1 (stereo not drawn),i,4.0
Cc1cccc(-c2nc(C#N)c(N3CCCCC3)o2)c1,i,-20.9

# Another view of some results above:
# Every second line gives: CHT PAM | OX1R antagonist
O=c1c2ccccc2nc(COc2ccccc2)n1/N=C/c1c[nH]c2ccccc12
    i | -16.3
c1cc(SC2CCCCC2)cc(-c2nc3cnccn3c2NC2CCCCC2)c1
    / | -21.5
CCOc1ccc(/C=C(\C(=O)O)c2ccc(S(=O)(=O)N3CCOCC3)s2)cc1OC
    i | 9.8
O=CN1CCN(C(=O)CC(c2ccccc2)c2cc(Br)ccc2O)CC1 (stereo not drawn)
    i | -21.9

# (next part)
compound,CHT PAM,OX1R antagonist
COC(=O)c1ccc2c(=O)n(C3CCCCC3)c(SCC#N)nc2c1,i,-3.4
CC(C)(C)C1=Nn2c(nnc2-c2ccco2)SC1,i,-28.3
O=C(CSCCN1C(=O)c2ccccc2C1=O)Nc1ccc2ccccc2c1,i,-2.8
COCCN1CCN(C(=O)C2CCC(=O)N(CCCc3ccccc3)C2)CC1 (stereo not drawn),i,4.9
CCOC(=O)C1CCN(c2ccc([N+](=O)[O-])cc2S(=O)(=O)N2CCOCC2)CC1,i,-21.0
O=C(/C=C/c1cccc([N+](=O)[O-])c1)Nc1ccc(Cl)cn1,i,-9.2
c1ccc(N2CCN(C3CC4CCC3C4)CC2)cc1 (stereo not drawn),i,-14.8
CCCCCCCC[n+]1cccc(C(=O)N2c3c(nc(N)[nH]c3=O)NC(C)C2C)c1 (stereo not drawn),i,3.9
COCc1[nH]nc2c1C1(C(=O)N(C)c3ccccc31)C(C#N)=C(N)O2 (stereo not drawn),i,-25.6
Cc1ccc2[nH]c3c(c2c1)CCC3=O,i,-11.1
COc1ccc(-c2oc(=O)c3cc(OC)c(OC)cc3c2C#C[C@]2(O)CC[C@H]3[C@@H]4CCc5cc(OC)ccc5[C@H]4CC[C@@]32C)cc1,/,-18.9
CC(C)(C)c1cc(C(c2cccnc2)N2CCN(CCO)CC2)cc(C(C)(C)C)c1O (stereo not drawn),i,-14.7
Cc1cc(C)n(-c2ccc(C(=O)Oc3ccc4c(c3)OCO4)cc2)n1,i,-21.4
CC1CN(c2ccc(NC(=S)NNCCC#N)cc2)CC(C)O1 (stereo not drawn),i,-14.3
Cc1nn(Cc2ccc([N+](=O)[O-])cc2)c(=O)n1-c1cccc(Cl)c1,i,-18.9
CCOCCCNC(=O)CS(=O)(=O)Cc1nc(-c2cccc(OC)c2)oc1C,i,-21.9
Cn1c(C(=O)O)c(CC(=O)N2CCC(Cc3ccccc3)CC2)c2ccccc21,i,-7.0
CC1CCN(C(=O)C2CCC(CNc3c(N4CCCCC4)c(=O)c3=O)CC2)CC1 (stereo not drawn),i,-9.8
COc1c2ccoc2nc2c(OC)c(OCC(O)C(C)(C)O)ccc12 (stereo not drawn),i,-9.1
COc1cccc(-n2c(=O)c3c(C)c(C(=O)N(C)C)sc3n(CC(=O)NCCc3ccc(OC)c(OC)c3)c2=O)c1,i,-8.8
Cc1cc(C)n(-c2ccc(C(=O)OCC(=O)c3ccc(Br)s3)cc2)n1,i,-25.5
Cc1cccc(OCCC(=O)Nc2ccc(C)c(S(=O)(=O)N3CCOCC3)c2)c1,/,-6.2
O=C(CCn1c(=O)oc2ccccc21)N1CCN(c2ccccc2Cl)CC1,i,-35.9
O=S(=O)(c1ccc(F)cc1)N1CCN(C(=S)NCCc2ccccc2)CC1,i,-9.9
COc1ccc(CC(=O)O)cc1O,i,-11.2
O=C(NCCN1CCN(Cc2ccccc2Cl)CC1)Nc1ccccc1,i,-17.8
CCOC(=O)Cc1csc(NC(=O)CN(C)S(=O)(=O)c2ccc3c(c2)CCC(=O)N3)n1,i,-11.5
COc1ccc(-n2nc3c(c2NC(=O)C(C)Oc2ccccc2)CS(=O)C3)cc1 (stereo not drawn),i,-5.0
COc1ccc(C(=O)NC(CCSC)C(=O)N2CCCCCC2)cc1 (stereo not drawn),i,-22.9
CCOC(=O)c1c(C)[nH]c(C(=O)COC(=O)/C=C/c2cccc(OC)c2OC)c1C,i,-9.4

# Taken from above:
# O=C(CSCCN1C(=O)c2ccccc2C1=O)Nc1ccc2ccccc2c1 in OX1R antagonist has -2.8
# c1ccc(N2CCN(C3CC4CCC3C4)CC2)cc1 (stereo not drawn) in OX1R antagonist has -14.8
# COc1ccc(-c2oc(=O)c3cc(OC)c(OC)cc3c2C#C[C@]2(O)CC[C@H]3[C@@H]4CCc5cc(OC)ccc5[C@H]4CC[C@@]32C)cc1 in OX1R antagonist has -18.9
# COc1ccc(CC(=O)O)cc1O in OX1R antagonist has -11.2

# New compounds follow:
molecule	CHT PAM	OX1R antagonist
CC1CC(CC(=O)Nc2nc(-c3ccccc3)cs2)C(=O)O1 (stereo not drawn)	i	-4.5
O=C(c1ccc(Cl)cc1)N1CCC(C(=O)N2CCCc3ccccc32)CC1	i	-22.5
CCOc1ccc(CN2CCN(Cc3cccn3-c3nccs3)CC2CCO)cc1 (stereo not drawn)	i	-11.1
Cn1c(/C=C/c2ccc(Cl)cc2)c([N+](=O)[O-])c(=O)n(C)c1=O	i	-13.3
Cc1ccc(NC(=O)c2cnc(SCC(=O)NCC3CCCO3)n(C)c2=O)cc1 (stereo not drawn)	i	-16.2
CCCOc1cccc(C(=O)N(Cc2ccco2)C2CCS(=O)(=O)C2)c1 (stereo not drawn)	i	-26.7
Cn1nc(C(=O)N2CCN(c3ccccc3)CC2)c2c1-c1ccccc1S(=O)(=O)C2	i	2.2
CCC(=O)Nc1ccc(-c2csc(C)n2)cc1	i	1.5
CC1=C(C)CC(C(=O)c2ccc(C)cc2)C(C(=O)O)C1 (stereo not drawn)	i	-3.2
CN(C)S(=O)(=O)c1ccc(NC(=O)CSc2nnc(-c3ccco3)n2N)cc1	/	-9.3
CC(=O)Nc1ccc(S(=O)(=O)N(C)CC(=O)NCCOc2ccccc2)cc1	/	2.9
COc1cnc(-c2ccccn2)nc1Oc1ccccc1Cl	i	-16.6
CC(=O)N1N=C(c2ccccc2)CC1c1cn(Cc2ccccc2)c2ccccc12 (stereo not drawn)	i	-44.3
CCOc1ccc(C(=O)C[n+]2ccc(C(=O)NCCO)cc2)cc1	i	-28.2
CCn1c(C)cc(C(=O)CSc2nnc(-c3ccco3)o2)c1C	/	-38.1
O=C/C(=C\Nc1ccc(S(=O)(=O)CCO)cc1)c1nc2cc(Cl)ccc2o1	i	10.1
COc1cc(-c2noc(C)c2-c2ccc(N(C)C)nc2)cc(OC)c1OC	i	-1.5
CCOC(=O)c1c(C)[nH]c(C(=O)COC(=O)c2cccnc2Cl)c1C	/	-11.4
CN(c1ccccc1)S(=O)(=O)c1cccc(NC(=O)c2ccc3ncsc3c2)c1	i	20.7
COc1ccc(CNC(=O)COC(=O)c2ccc(Br)cc2)cc1	i	-15.7
O=S(=O)(NCCNc1nccc(C(F)(F)F)n1)c1ccccc1	i	-11.5
CC1CC(C)(C)NC(=S)N1CCC(=O)NCCc1ccc(Cl)cc1 (stereo not drawn)	i	-14.5
CCOC(=O)C1=C(C)NC(=O)NC1c1ccc(OC)c(CN2CCOCC2)c1 (stereo not drawn)	i	-27.0
COc1ccccc1C(=O)NNC(=O)c1ccncc1	i	-1.2
CCO[C@H]1OC(C(N)=O)=C[C@@H](c2csc3ccccc23)[C@@H]1CCCO	i	-4.0
O=C(CN1CCOCC1)Nc1ccc(Cl)cn1	i	-10.0
Cc1nc2c(C(=O)NCCc3ccccc3)c[nH]n2c(=O)c1Cl	i	-9.7
Cc1cccc(N(C(=O)c2csnn2)C(C(=O)NCc2ccccc2)c2ccc(C)o2)c1 (stereo not drawn)	i	-25.9
O=C1NC[C@H](Cc2ccccc2)N(CCc2cccc(F)c2)C1=O	i	-4.7
O=C(Nc1ccccc1)Nc1ccc2ncoc2c1	i	2.9

# Reprinted at random: 2 records from the list, in no set order.
molecule	CHT PAM	OX1R antagonist
O=CN1CCN(C(=O)CC(c2ccccc2)c2cc(Br)ccc2O)CC1 (stereo not drawn)	i	-21.9
Cc1cc(C)n(-c2ccc(C(=O)OCC(=O)c3ccc(Br)s3)cc2)n1	i	-25.5

# (listing goes on)
molecule	CHT PAM	OX1R antagonist
COc1ccc(NC(=O)Cn2nc(C(=O)O)c3ccccc3c2=O)cc1S(=O)(=O)N1CCCCC1	/	-6.7
Cc1ccc(S(=O)(=O)NCc2ccncc2)cc1	i	17.2
O=C(CS(=O)(=O)c1cccc(C(F)(F)F)c1)Nc1ccccc1Cl	i	-33.2
COc1ccc(Nc2nc(C)nc3c2oc2ccccc23)cc1	i	-19.0
CCc1nnc(NC(=O)CCC(=O)N2CCN(Cc3ccccc3)CC2)s1	i	3.0
COC(=O)C(C(=O)NCC1CCCO1)C1CCCCCC1 (stereo not drawn)	i	-14.4
COc1cccc(NC(=O)C(Sc2nnnn2C)c2ccccc2)c1 (stereo not drawn)	i	-13.3
c1ccc(-c2nc(-c3ccccn3)nc(-c3ccccn3)n2)nc1	i	-11.3
COc1ccc(CC(=O)Nc2ccc(OC)nc2)cc1	i	-4.8
COc1ccc(-c2ccc3c(N)c(C(=O)c4cccc(OC)c4)sc3n2)cc1	i	3.2
C/C(=N\Nc1ccc(S(N)(=O)=O)cc1[N+](=O)[O-])c1ccccc1O	i	-1.2
CCN(CC)C(=O)c1ccccc1NC(=O)c1ccccc1	i	-12.0
CCc1nnc(NS(=O)(=O)c2ccccc2)s1	i	-5.1
Cc1ccc(N/C(N)=N/c2nc3c(c(=O)[nH]2)CCCC3)c(C)c1	i	-20.6
CC(=O)NC1C(OCCOc2ccc(Cl)cc2C)OC(CO)C(O)C1O (stereo not drawn)	i	/
Cc1c(CC(=O)N[C@H](C(=O)O)C(C)C)c(=O)oc2cc3c(cc12)CCC(C)(C)O3	i	/
Cc1ccc(N2C(N)=NC(N)=NC23CCCC3)c(C)c1	i	-12.2
Clc1ccc(C[n+]2cc(-c3ccccc3)n3c2CCCCC3)c(Cl)c1	i	-15.2
CS(=O)(=O)N(Cc1ccccc1)c1ccc(C(=O)NN=C2CCCCCC2)cc1	i	-2.3
CC(C(=O)Nc1ncc([N+](=O)[O-])s1)N1C(=O)c2ccccc2S1(=O)=O (stereo not drawn)	i	-14.8
Cn1c(SCC(=O)Nc2ccc3c(c2)n(C)c(=O)n3C)nnc1-c1ccncc1	i	-8.8
CCNC(=O)CSc1ncnc2sccc12	i	-2.4
O=C(c1cccc(S(=O)(=O)Nc2ccccc2F)c1)N1CCN(c2ccccc2F)CC1	i	8.0
COc1ccc(C(C(=O)NC2CCCC2)N(C(=O)Cc2cccs2)C2CC2)cc1OC (stereo not drawn)	i	-10.7
COCCCNC(=O)C(C#N)c1nc2ccccc2nc1N1CCCC1 (stereo not drawn)	i	-7.9
Cc1cccc(NC(=O)c2ccc(N(C)C3CCCCC3)c([N+](=O)[O-])c2)n1	i	-27.8
COc1cc(-n2c(C)nc3cc(C(=O)N4CCOCC4)ccc32)cc(OC)c1OC	i	-14.6
Cc1nn(CC(=O)NCCC2=CCCCC2)c(C)c1S(=O)(=O)N(C)C	/	7.6
Cc1ccccc1C(=O)N/N=C1\SCC(=O)N1Cc1ccco1	i	-33.3
COc1ccc(OC)c(C2=C/C(=C/c3ccccn3)C(=O)O2)c1	i	-11.0

# Screening results from PubChem.
